Compound activity as filed in PubChem BioAssay.
tim10-1 inh – tim10-1 yeast growth inhibition; S. cerevisiae tim10-1 ts strain growth, BacTiter-Glo, 24 h; hit rate 2.2% among 330,000; inhibition, % at 20 µM;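 active means inhibition of at least 40%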;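 further: mutant grown at 25 °C; 0% = DMSO wells with yeast and 100% = wells holding no yeast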
APJ agonist – APJ receptor agonism; hit rate 0.11% among 330,000; CHO-K1 APJ PathHunter beta-arrestin, luminescence; 0% DMSO wells, 100% apelin; P35414; activation, % at 20 µM;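 active means activation more than six SD over the plate average, tested at 20 µM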;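 further: 0% = DMSO alone and 100% = apelin-13 at 10 nM; some results filed as inactive read as strong as hits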
Target sequence (P35414 whole entry, looked up): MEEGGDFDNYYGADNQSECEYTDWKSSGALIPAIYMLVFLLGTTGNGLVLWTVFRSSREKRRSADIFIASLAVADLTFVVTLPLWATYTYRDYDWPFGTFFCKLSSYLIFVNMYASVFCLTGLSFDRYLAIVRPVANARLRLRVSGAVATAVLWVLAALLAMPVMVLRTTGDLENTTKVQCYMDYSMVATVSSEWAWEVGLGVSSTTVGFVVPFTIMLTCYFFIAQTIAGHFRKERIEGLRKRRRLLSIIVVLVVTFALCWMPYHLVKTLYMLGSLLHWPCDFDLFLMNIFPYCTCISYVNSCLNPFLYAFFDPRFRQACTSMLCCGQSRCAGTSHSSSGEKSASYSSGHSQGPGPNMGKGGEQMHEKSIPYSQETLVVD
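Incubation: overnight seeding, 90 min compound at 25 °C, 1 h detection; test system: PathHunter CHO-K1 APJ (AGTRL-1) beta-arrestin reporter cells; amount: 1000 cells/well; doses: one dose, 20 µM compound, 1% DMSO; measured by: beta-gal luminescence; measure: agonist-driven arrestin binding to APJ; benchmarks: negative DMSO alone, positive Apelin-13 at 10 nM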
Mdm2 MdmX PPI – inhibitors of human Mdm2/MdmX interaction. O15151+Q00987. SaOS-2 split-luciferase Mdm2/MdmX complementation, luminescence. inhibition, % at 8 µM. hit rate 3% among 330,000. AID 485346;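 active means inhibition of at least 50% at 8 µM in the primary screen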
CHOP UPR activ – apoptotic UPR (CHOP) activation | CHO-CHOP luciferase reporter, luminescence; percent of tunicamycin response over DMSO baseline | activation, % at 10 µM | hit rate 0.34% among 330,000 | AID 449763;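 active means at 10 µM dose, activation of 40% or more, normalized to positive control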;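 further: 100% = tunicamycin at 10 µg/mL and 0% = DMSO alone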
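Material: CHO-CHOP cells, stable luciferase reporter of PERK-eIF2a-CHOP signalling; quantity: 500 reporter cells seeded per well; buffer or medium: F12 medium containing 10% fetal bovine serum; compound: one dose, 10 µM in 0.5% DMSO; incubation: 6 h compound treatment, 37 °C; measured by: Steady-Glo luciferase luminescence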
TIM10 inh – inhibits growth of TIM10 yeast strain | S. cerevisiae TIM10 strain growth, BacTiter-Glo luminescence, 24 h | inhibition, % at 10 µM | hit rate 1.4% among 330,000 | AID 463195;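 active means inhibition of 40% or more at the single tested concentration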;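 further: wild-type TIM10 isogenic control strain grown at permissive 25 °C; 0% = DMSO yeast wells and 100% = minimal medium wells without yeast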
tim23-1 inh – growth inhibitors of tim23-1 mutant yeast. S. cerevisiae tim23-1 growth, BacTiter-Glo luminescence, 24 h. inhibition, % at 20 µM. hit rate 1.3% among 330,000. AID 463212;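 active means growth inhibition of the mutant yeast at or above 50%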;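 further: temperature-sensitive mutant grown at 25 °C; plate controls were DMSO-treated mutant yeast for no effect and medium wells lacking yeast for full effect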
APJ antag – antagonists of human APJ apelin receptor; P35414; CHO-K1 APJ beta-arrestin complementation, luminescence; inhibition, % at 20 µM; hit rate 0.32% among 330,000;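 active means inhibition above about 40% at 20 µM, limit read from the data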;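 further: cells challenged with 10 nM apelin-13 agonist together with compound; plate controls were apelin-13 plus DMSO wells for no effect and DMSO wells lacking apelin-13 for full effect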
CXCR6 inh – CXCR6 (human) receptor inhibition. hit rate 0.36% among 360,000. inhibition, % at 20 µM. CHO-K1 PathHunter CXCR6 beta-arrestin, luminescence. O00574; in the data active means inhibition above about 34%, passing the limit was not always enough;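 further: antagonist mode with CXCL16 agonist at 10 nM final; 0% = 10 nM CXCL16 with DMSO and 100% = unstimulated wells without agonist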
Target sequence (O00574 whole entry, looked up): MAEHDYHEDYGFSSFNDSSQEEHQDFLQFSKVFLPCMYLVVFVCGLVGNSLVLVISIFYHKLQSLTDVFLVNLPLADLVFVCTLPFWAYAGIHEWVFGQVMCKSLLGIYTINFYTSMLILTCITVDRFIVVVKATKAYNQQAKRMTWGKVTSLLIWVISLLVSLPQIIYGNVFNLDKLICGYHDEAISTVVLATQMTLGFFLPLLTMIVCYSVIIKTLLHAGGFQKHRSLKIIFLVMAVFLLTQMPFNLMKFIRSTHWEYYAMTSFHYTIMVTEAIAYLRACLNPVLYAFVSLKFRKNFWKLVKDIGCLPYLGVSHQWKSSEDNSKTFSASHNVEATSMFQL
UPR XBP1 act – adaptive UPR (XBP1) activation; CHO-XBP1 luciferase reporter, IRE1-XBP1 UPR activation, luminescence; percent of tunicamycin response, DMSO as zero; activation, % at 20 µM; hit rate 0.33% among 330,000; AID 463104;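 active means versus positive control, 20 µM dose yields 30% or more activation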;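 further: 100% = tunicamycin at 10 µg/mL and 0% = DMSO only wells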
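Material: CHO-XBP1 cells stably carrying IRE1-XBP1-driven luciferase reporter / Amount: 1000 cells per well / Compound: 20 µM, 1% DMSO / Times: 6 h treatment, 37 °C / Detection: luciferase luminescence / Measure: % activation of reporter signal versus tunicamycin and DMSO controls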
Numbers without * were called inactive; . = no result given. Some of the compounds tested; count on the stated rates, not on these rows.

SMILES | tim10-1 inh | APJ agonist | Mdm2 MdmX PPI | CHOP UPR activ | TIM10 inh | tim23-1 inh | APJ antag | CXCR6 inh | UPR XBP1 act
O=C1CSC(c2ccc(Cl)cc2)N1Nc1nc(N2CCOCC2)nc(N2CCOCC2)n1 (stereo not given) | 28 | -3 | -11 | -0.8 | 11 | 9 | 14 | -3 | -3
CC(CNc1ccc([N+](=O)[O-])cc1)NC(=O)c1ccccc1Br (stereo not given) | 28 | -3 | 6 | -3.0 | 24 | 19 | 18 | 8 | 0
COC(=O)Cc1nc(Nc2ccccc2)sc1C | 20 | 3 | -6 | 1.7 | -2 | 17 | 4 | -3 | -2
CC(=O)c1ccc(NC(=O)c2cc(C)nc3ccccc23)cc1 | 19 | 0 | -21 | 6.9 | 5 | 14 | 17 | 0 | -2
O=C(Nc1ccc(S(=O)(=O)N2CCOCC2)cc1)c1cccs1 | 16 | 8 | 6 | 1.7 | 12 | 4 | -8 | 3 | -2
CCOC(=O)c1cc(C#N)c(N2CCN(C)CC2)nc1-c1ccccc1 | 33 | 0 | -9 | 1.1 | 24 | 20 | -18 | 2 | -2
CCOC(=O)C1C(C)=CC(=O)CC1c1ccco1 (stereo not given) | -2 | -2 | 14 | 1.2 | 6 | -2 | 30 | -8 | 2
Fc1ccc(COc2ccc(-c3nnco3)cc2)c(Cl)c1 | -34 | -3 | 11 | 6.1 | -29 | -26 | 5 | 2 | 5
CCOc1ccccc1NC(=O)Cn1nnc(C(=O)NCCc2ccc(OC)c(OC)c2)c1N | 19 | -2 | 13 | 0.3 | -15 | -2 | 16 | -7 | 0
O=C(/C=C/Nc1ccc(F)cc1F)c1ccco1 | -7 | -2 | -91 | -1.6 | 2 | -3 | 16 | 8 | -7
C[C@H](NC(=O)NCCc1ccccc1)C(=O)O | -3 | 3 | -4 | -2.7 | -14 | 2 | 2 | 3 | -7
O=[N+]([O-])c1cc(C(F)(F)F)ccc1NCCCN1CCOCC1 | -18 | -4 | -11 | 0.5 | -46 | -20 | -7 | 3 | 0
COc1cccc(NC(=O)CN(C)C(=O)c2cn(-c3ccccc3)nc2-c2cccs2)c1 | 12 | -3 | 13 | 0.2 | 4 | 24 | -32 | 5 | 0
CN(C)c1ccc(/C=C/C=N/Nc2nc(N3CCOCC3)nc(N3CCOCC3)n2)cc1 | 14 | -3 | 9 | 3.6 | 13 | 16 | 5 | -8 | 4
COCCOC(=O)C1=C(C)NC2=C(C(=O)CCC2)C1c1cc2c(cc1Br)OCO2 (stereo not given) | 27 | -6 | 19 | 0.6 | 16 | 18 | 6 | 4 | -2
COc1ccc(OC)c(NC(=O)CSC2=C(C#N)C(c3ccco3)C3=C(CCCC3=O)N2)c1 (stereo not given) | 3 | 4 | 34 | -0.7 | -6 | 2 | 6 | 6 | 0
CCN(CC)S(=O)(=O)c1ccc(NC(=O)C2c3ccccc3Oc3ccccc32)cc1 | 3 | 3 | 1 | 2.4 | -14 | 6 | -21 | -5 | 0
Cn1ncc(Br)c1C(=O)N1CCN(C(=O)c2ccco2)CC1 | 7 | -1 | 6 | -0.9 | -2 | 15 | -9 | 3 | -2
CCc1ccc(CNc2ccc3c(c2)ncn3CC)cc1 | 2 | 0 | -75 | 8.0 | 12 | 21 | 22 | 1 | 2
CCn1c(SCc2nc3ccccc3[nH]2)nnc1-c1ccc(OC)cc1 | 29 | -5 | 2 | -0.8 | -2 | 1 | 9 | -3 | -1
Cc1nc(NC(=O)CN2CCOCC2)sc1C(=O)N(C)C | 9 | 5 | 18 | -0.5 | 7 | 8 | -17 | 2 | -2
CC(C)(C)NC(=O)CN(C(=O)C(=O)Nc1ccc2c(c1)OCCO2)C(C)(C)C | 4 | -4 | 15 | 0.1 | 16 | 12 | 2 | -14 | 3
O=C(c1cc(=O)[nH]c2ccccc12)N1CCN(S(=O)(=O)c2ccc(Cl)cc2)CC1 | 5 | 0 | 15 | -1.3 | 8 | 5 | 16 | 3 | -4
O=C(NC(=S)N1CCN(c2nc(-c3ccccc3)cs2)CC1)c1cncc(Br)c1 | 17 | -4 | 17 | -0.8 | 22 | 14 | 7 | 38 | 0
CCOc1ccc(C(=O)Nc2ccccc2N2CCOCC2)cc1 | 26 | 3 | 17 | 1.7 | 15 | 35 | 15 | -13 | 0
COc1ccc(NC(=S)NC(=O)c2cncc(Br)c2)c(OC)c1 | 2 | -7 | 9 | 1.8 | -19 | -3 | 27 | 7 | 2
COc1cccc(NS(=O)(=O)c2ccc3[nH]cc(C(=O)NCCCOC(C)C)c(=O)c3c2)c1 | 19 | 1 | 13 | 0.1 | 17 | 18 | 5 | -4 | 0
COC(=O)/C(C#N)=C/c1c[nH]c2ccccc12 | -14 | 3 | -20 | 4.0 | -5 | 18 | -25 | 5 | 4
O=C(NCc1ccccc1OC(F)(F)F)C1CCC(=O)N(CCc2ccccn2)C1 (stereo not given) | -5 | -2 | 5 | 0.0 | -6 | -1 | -2 | -4 | -1
CC(C)n1nnnc1SCC(=O)NNC(=O)C1CCCCC1 | -6 | -4 | 15 | -0.2 | 5 | 3 | -4 | 3 | -1
O=C(NCc1ccco1)C12CN(Cc3ccccc3)CC1C(c1cccc([N+](=O)[O-])c1)=NO2 (stereo not given) | 3 | 4 | -6 | -1.1 | 14 | 31 | -5 | -2 | 1
CCCOc1ccc(NC(=O)CC2C(=O)N(CC)C(=S)N2Cc2cccs2)cc1 (stereo not given) | 50* | 0 | 9 | -1.4 | 14 | 10 | -20 | 4 | 0
COc1cc(NC(=O)Nc2c(C)n(C)n(-c3ccccc3)c2=O)cc(OC)c1OC | 13 | -2 | 10 | -0.6 | -16 | -1 | 0 | 3 | -7
Cc1cc(NC(=O)Cc2ccccc2)nc2c1c(=O)oc1ccccc12 | 25 | 9 | 74* | 21 | 9 | 6 | -22 | 1 | 26
CCOc1ccc(-n2c(SCC(=O)Nc3ccc4c(c3)OCCO4)nc3c(c2=O)SCC3)cc1 | 32 | -9 | 19 | -0.3 | 12 | 19 | -8 | 16 | -2
O=C(CC(SCCO)c1ccc(F)cc1)c1ccco1 (stereo not given) | 5 | -3 | 2 | 1.9 | 4 | 6 | 22 | -1 | 0

A second format for part of the listing above.
structure	tim10-1 inh	APJ agonist	Mdm2 MdmX PPI	CHOP UPR activ	TIM10 inh	tim23-1 inh	APJ antag	CXCR6 inh	UPR XBP1 act
O=C1CSC(c2ccc(Cl)cc2)N1Nc1nc(N2CCOCC2)nc(N2CCOCC2)n1 (stereo not given)	28	-3	-11	-0.8	11	9	14	-3	-3
COc1cc(NC(=O)Nc2c(C)n(C)n(-c3ccccc3)c2=O)cc(OC)c1OC	13	-2	10	-0.6	-16	-1	0	3	-7
COc1ccc(OC)c(NC(=O)CSC2=C(C#N)C(c3ccco3)C3=C(CCCC3=O)N2)c1 (stereo not given)	3	4	34	-0.7	-6	2	6	6	0
CCOC(=O)C1C(C)=CC(=O)CC1c1ccco1 (stereo not given)	-2	-2	14	1.2	6	-2	30	-8	2
O=[N+]([O-])c1cc(C(F)(F)F)ccc1NCCCN1CCOCC1	-18	-4	-11	0.5	-46	-20	-7	3	0

Continued.
SMILES | tim10-1 inh | APJ agonist | Mdm2 MdmX PPI | CHOP UPR activ | TIM10 inh | tim23-1 inh | APJ antag | CXCR6 inh | UPR XBP1 act
N#Cc1cnc2cc(-c3ccccc3)nn2c1N | 10 | -3 | 38 | 2.7 | 9 | 7 | 15 | -6 | 7
CC(C)NC(=S)N/N=C/c1ccc2c(c1)OCCO2 | 34 | 3 | 13 | 3.2 | 31 | 47 | -18 | -4 | 7
CC(C)(C)/C(O)=C/c1nc2cc(Cl)ccc2oc1=O | 2 | 4 | 14 | 1.0 | 9 | -9 | -8 | -9 | 4
COc1ccc(Cl)cc1NC(=O)c1ocnc1C | 24 | -1 | -4 | -1.6 | 1 | 6 | 0 | 12 | 0
CCc1ccc(C(=O)NNC(=S)Nc2ccc(S(N)(=O)=O)cc2)s1 | 10 | -5 | 6 | 0.3 | 12 | 2 | 32 | 20 | -3
CC12CCC(C(=O)Nc3cccc(Cl)c3)(C(Br)C1=O)C2(C)C (stereo not given) | 31 | -3 | 14 | -0.8 | 23 | 34 | -8 | -6 | -1
Cc1ccccc1C(=O)Nc1c(C)[nH]c(=O)[nH]c1=O | -14 | -4 | -33 | 1.8 | 9 | 12 | -7 | -5 | 0
Cc1cccc(-n2ncc3c(NCc4ccc5c(c4)OCO5)ncnc32)c1 | 3 | 3 | -10 | -0.6 | 38 | 15 | -25 | -1 | -4
COC(=O)CN1C(=O)N/C(=C/c2cc(Cl)c(OC)c(OC)c2)C1=O | 13 | -2 | -3 | -1.2 | 3 | 4 | -22 | 1 | -2
COc1ccc(NC(=O)CSc2nc(N)c(NC(=O)c3cccs3)c(=O)[nH]2)cc1 | 3 | -3 | -15 | -1.1 | -8 | -9 | -10 | -2 | 0
Cc1cc(=O)n2[nH]c(SCc3c(F)cccc3Cl)nc2n1 | -10 | 3 | -4 | 1.0 | 19 | -9 | 14 | 3 | -4
O=C(Nc1cccc(Oc2ccc(C(=O)O)c(C(=O)O)c2)c1)c1ccc(-c2ccccc2)cc1 | -5 | -3 | -31 | -0.1 | 4 | 23 | 1 | -2 | -3
Cc1ccc(-c2nc3cnccn3c2Nc2ccc3c(c2)OCCO3)o1 | 20 | 4 | -34 | 4.1 | 24 | 28 | -33 | -4 | -1
CCC1C(=O)N=C(SCC(=O)Nc2ccc(Br)cn2)NC1=O (stereo not given) | 8 | -3 | -2 | -2.1 | 9 | 16 | 9 | 1 | 1
COc1ccc(NC(=O)c2cc(F)cc(F)c2)cc1Cl | 12 | 2 | -43 | 2.5 | -20 | 4 | 11 | -1 | 2
C#CCOCCOCCOCCNc1nc(N2CCN(C(=O)[C@H](CCC(=O)O)n3cc(C(N)Cc4ccc(O)cc4)nn3)CC2)nc(N2CCN(C(=O)[C@H](CCC(=O)O)n3cc(C(N)Cc4ccc(O)cc4)nn3)CC2)n1 (stereo not given in full) | 13 | -5 | -12 | 0.6 | 12 | 9 | 1 | . | 0
O=C(Nc1nnc(Cc2ccc([N+](=O)[O-])cc2)s1)c1ccc2c(c1)OCO2 | 9 | 4 | 17 | -0.7 | -6 | 3 | -27 | -25 | 3
Cc1c(C(=O)NCc2nnc(-c3ccccc3)o2)oc2c(F)cccc12 | 23 | -3 | 7 | 0.8 | 14 | 16 | 10 | 3 | -2
CCN(c1cccc(C)c1)S(=O)(=O)c1ccc2c(c1)CCCN2C(C)=O | 22 | -1 | 21 | 0.1 | -8 | 9 | 22 | 0 | 3
Cc1ccccc1-c1noc(-c2ccc(O)cc2)n1 | 31 | 1 | -132 | 2.7 | 48* | 88* | -7 | 2 | 2
